# Screens (PubChem BioAssay)
# HCV inhibitor – qHTS Assay for Inhibitors of Hepatitis C Virus (HCV); Huh7.5.1 HCVcc-Cre infection, luciferase reporter, 44 h; 340,000 tested, 3.4% active; Potency, µM (highest dose often 41.8 µM), without a hit: at the highest dose activity change, negative = inhibition, most hits filed as inhibitors; AID 651820, 2012; note: potency is the fitted concentration of half-maximal effect; % is set by controls: 0 for no effect and ±100 for the full control effect
#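 HCVcc-Cre virus at an moi near 0.5 was added right after compound to cells cultured 4 h from seeding (1,000 cells/well). Luciferase activity was determined 44 h later, 15 min after substrate addition at RT.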
# Pf growth 48h – Primary qHTS for delayed death inhibitors of the malarial parasite plastid, 48 hour incubation; P. falciparum luciferase growth in erythrocytes, 48 h; Potency, µM (series often up to 28.7 µM), inactives show at the highest dose activity change, negative = inhibition, most hits filed as inhibitors; 310,000 tested, 5.9% active; AID 504832, 2011; note: potency is the fitted concentration of half-maximal effect; % is set by controls: 0 for no effect and ±100 for the full control effect
#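 Read-out is firefly luciferase luminescence from an integrated reporter in P. falciparum, so falling signal marks reduced parasite growth. Infected erythrocytes were at 2% hematocrit and 0.1% parasitemia (final) in Albumax-supplemented RPMI 1640.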
# TbPYK inhibitor – qHTS of Trypanosoma Brucei Inhibitors | pyruvate kinase (Trypanosoma brucei), Q57TT1 | TbPYK enzyme, Kinase-Glo Plus ATP luminescence, 45 min | Potency, µM (series often up to 76.8 µM), inactives show at the highest dose activity, negative = inhibition, hits mostly inhibitors | 410,000 tested, 0.12% active | AID 624173, 2012; note: potency is the fitted concentration of half-maximal effect; % is set by controls: 0 for no effect and ±100 for the full control effect; nearly all actives have a fitted effect of over 50% in size
#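 In this concentration-response screen, enzyme-free wells defined baseline while DMSO plates tracked drift. Each reaction combined TbPYK, substrate, compound and 130 uM ADP for 45 min at room temperature. Kinase-Glo Plus luminescence gave the signal.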
# Shiga toxin inh – A qHTS for Small Molecule Inhibitors of Shiga Toxin. Vero cells, Shiga toxin protein synthesis inhibition reporter. inhibition, % at 38.7 µM. 290,000 tested, 9.2% active; in the data active = inhibition mostly above about 28%, no sharp cut-off; inactive = mostly below about 43%; note: 0% is about no effect
# Pf growth 96h – Primary qHTS for delayed death inhibitors of the malarial parasite plastid, 96 hour incubation | P. falciparum luciferase reporter growth, 96 h | Potency, µM (doses to about 28.7 µM), inactives show at the top dose activity change, negative = inhibition, actives largely listed as inhibitors | 320,000 tested, 6.9% active | AID 504834, 2011; note: potency is the fitted concentration of half-maximal effect; % is set by controls: 0 for no effect and ±100 for the full control effect
#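 Two parasite generations (96 h, 37 C, 5% CO2) of compound exposure in infected erythrocytes (0.05% parasitemia, 2% hematocrit). Luciferase-reporter P. falciparum; decreased luminescence indicates inhibited growth, aimed at apicoplast-acting delayed death.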
# LmPK inhibitor – qHTS Assay for Inhibitors of Leishmania Mexicana Pyruvate Kinase (LmPK); 290,000 tested, 0.37% active; purified LmPK, Kinase-Glo ATP luminescence, 1 h; Potency, µM (highest dose often 57.5 µM), without a hit: at the highest dose activity change, negative = inhibition, most hits filed as inhibitors; AID 1721, 2009; note: potency is the fitted concentration of half-maximal effect; % is set by controls: 0 for no effect and ±100 for the full control effect
# Target sequence (Q27686 whole entry, looked up): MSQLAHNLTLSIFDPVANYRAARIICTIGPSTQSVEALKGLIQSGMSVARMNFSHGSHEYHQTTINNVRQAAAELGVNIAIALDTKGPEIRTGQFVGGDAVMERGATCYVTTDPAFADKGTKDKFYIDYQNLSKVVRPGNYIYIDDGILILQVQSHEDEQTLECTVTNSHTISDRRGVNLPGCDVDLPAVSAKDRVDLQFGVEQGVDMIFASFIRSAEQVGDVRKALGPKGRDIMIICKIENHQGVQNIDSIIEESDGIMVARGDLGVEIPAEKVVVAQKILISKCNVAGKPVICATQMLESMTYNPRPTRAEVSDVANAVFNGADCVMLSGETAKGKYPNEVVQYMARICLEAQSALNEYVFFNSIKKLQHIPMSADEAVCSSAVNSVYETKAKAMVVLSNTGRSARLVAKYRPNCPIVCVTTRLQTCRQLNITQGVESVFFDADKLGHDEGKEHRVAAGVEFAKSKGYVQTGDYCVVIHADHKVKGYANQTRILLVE
#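 0.1 nM LmPK, 0.5 mM PEP, 0.1 mM ADP; 50 mM imidazole pH 7.2, 7 mM MgCl2, 50 mM KCl; 1 h RT. Kinase-Glo luminescence readout, normalized to no-enzyme (full inhibition) and uninhibited wells.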
# CHX counter – Cycloheximide Counterscreen for Small Molecule Inhibitors of Shiga Toxin. cell reporter, cycloheximide protein synthesis inhibition counterscreen. 300,000 tested, 12% active. AID 2314, 2010. max response, %; in the data active = max response mostly above about 13%, no sharp cut-off; inactive = mostly below about 14%; note: read at 38.3 µM for the half of the compounds with a filed dose; 0% is about no effect
# * marks the source's active call; other numbers are inactive results; ? = inconclusive; nt = not tested or not shown; & = joins results of further samples; [ ] = remark or other dose. Unless noted, calls come from the whole dose curve; as a rule, active = well fitted curve in the direction sought with a large enough effect; inconclusive = small, poorly fitted or top-dose-only effect, or another doubt; inactive = no such curve, though single readings can be large; an effect the other way counts as inactive or inconclusive.
SMILES,HCV inhibitor,Pf growth 48h,TbPYK inhibitor,Shiga toxin inh,Pf growth 96h,LmPK inhibitor,CHX counter
COc1ccccc1N1CCN(C(=O)C2CCC(Cn3c(=S)[nH]c4ccccc4c3=O)CC2)CC1 (stereo unspecified),?,10µM*,nt,-11,70%[activator],3%,-3
O=C(Nc1nc2ccccc2[nH]1)c1ccc(Cl)c([N+](=O)[O-])c1,-3%,110%[activator],-2%,116*,86%[activator],-3%,37*
COc1ccc(OC)c(S(=O)(=O)NCCc2csc(-c3cccnc3)n2)c1,4%,-9%,8%,-14,4%,1%,-5
C=CCNC(=S)N/N=C/c1ccc(C(C)(C)C)cc1,?,?,-1%,70,?,13%,38
O=C(Nc1ccccc1N1CCN(C(=O)c2ccccc2)CC1)c1cccc(Cl)c1,?,?,2%,2,?,7%,-4
CNC(=O)c1cc2c(=O)n3cccc(C)c3nc2n(C(C)C)c1=N,4%,0%,-4%,-10,?,-4%,-1
COc1cc(/C=C/C(=O)OCC(=O)N2CCN(C(=O)c3ccco3)CC2)ccc1O,16%,-4%,-6%,-3,-20%,-4%,-4
COc1ccc(N=Nc2c(C)[nH][nH]c2=O)cc1,-6%,96%[activator],-1%,103*,?,-4%,35*
CN(C)C(=O)c1nnsc1Sc1ccc(Cl)cc1,10%,0%,-2%,51*,37%[activator],-10%,26*
CCCN1CCN(S(=O)(=O)c2ccc(OC)c(Br)c2)CC1,10%,nt,-2%,16,-8%,4%,-1
O=C(Nc1c(-c2ccccc2)nc2ccccn12)c1ccco1,3%,39%[activator],5%,5,72%[activator],-2%,12*
CC(=O)c1cccc(NC(=O)CCCSc2ccccc2)c1,-20%,0%,2%,20*,-6%,1%,9
COc1ccccc1NC(=S)NCCN1CCOCC1,7%,34%,0%,-3,22%,-1%,-4
O=C(CSc1ncnc2nc[nH]c12)c1ccccc1,26%,95%[activator],-20%,100*,82%[activator],-22%,35*
COc1ccccc1CN(C)C(=O)c1cc2ccccc2o1,4%,-8%,-1%,6,-19%,1%,8
COc1ccc(C(=O)N2CC=C(c3ccccc3)CC2)cc1S(=O)(=O)N1CCOCC1,10%,nt,-4%,17,-6%,9%,2
O=C(CCSc1ccccc1)Nc1nnc(-c2ccccc2)o1,-6%,nt,5%,-11,-41%,0%,-3
COc1ccc(NC2SC(=O)N(C)C2=O)cc1 (stereo unspecified),5%,15%,-10%,49*,23%,-9%,9
Cc1cc(-c2ccc(Cl)cc2)n2nc(N)nc2n1,-8%,7%,-2%,19,nt,-4%,12
CC(C)(C)n1nnnc1C(c1cccs1)N(Cc1ccccc1)Cc1cccnc1 (stereo unspecified),-2%,?,-2%,1,-21%,6%,-1
Cn1c(SCc2ccccc2)nnc1-c1ccc2nonc2c1,19%,9%,0%,25,64%[activator],-4%,-2
COc1ccc(OC)c2c1nc1n2CCS1,?,-13%,-8%,10,?,-3%,-2
CN(C(=O)c1ccccc1C(=O)OCC(=O)Nc1ccc(OC(F)F)cc1)c1ccccc1,0%,?,2%,nt,?,nt,nt
OCC[C@@H]1C[C@@H](O)[C@H](O)[C@]2(Cc3ccccc3CCO2)O1,14%,19%,0%,3,48%[activator],-3%,-1
CCOc1ccccc1N1CCN(Cc2ccc(OC)c(OC)c2OC)CC1,-13%,?,-15%,-2,nt,6%,4
CC(C)(C)OC(=O)NCCCCCNC(=O)c1nc[nH]c1C(=O)NCc1ccccc1,?,?,0%,nt,?,nt,nt
COc1ccccc1NC(=O)N1CCN(c2ncccn2)CC1,1%&15%,0%,11%,13,nt,2%,-2
Cc1nc(C)c(Cc2ccccc2Cl)c(=O)[nH]1,4%,-7%,-5%,0,-1%,1%,-2
CC(O)(CS(=O)(=O)c1ccccc1)C(=O)Nc1ccc(C(F)(F)F)cc1 (stereo unspecified),6%,31%,9%,-18,36%[activator],3%,-6
COC(=O)c1sccc1NC(=O)C1CC(C)=C(C)CC1C(=O)O (stereo unspecified),5%,80%[activator],-2%,14,3%,0%,-2
CN(Cc1ccccn1)C(=O)C1CCC(=O)N(Cc2cccc(C(F)(F)F)c2)C1 (stereo unspecified),-1%,-1%,6%,-4,?,-9%,-3
Cc1sc2ncn(CC(=O)OC(C)C(=O)NC(C)(C)C)c(=O)c2c1C (stereo unspecified),-1%,nt,-5%,-8,5%,1%,1
COC(=O)c1cc(-c2ccc(Cl)cc2Cl)n[nH]1,-12%,9%,5%,63*,192%[activator],-2%,29*
Oc1ccccc1-c1nc(NCc2cccnc2)c2ccccc2n1,5.6µM*,15µM*,1%,24,?,-4%,10
O=C(c1ccc(N2CCN(S(=O)(=O)c3ccccc3)CC2)c([N+](=O)[O-])c1)N1CCOCC1,-16%,-23%,-1%,-17,-24%,1%,-2
CCS(=O)(=O)c1nc(S(=O)(=O)c2ccc(C)cc2)c(NCCCN2CCOCC2)s1,-12%,?,-2%,-5,?,-2%,0
CCCCCc1nnc(NC(=O)C2COc3ccccc3O2)s1 (stereo unspecified),22%,62%[activator],-13%,39*,44%[activator],-2%,30*
CCCC1C(=O)N(c2ccccc2)C1c1ccccc1 (stereo unspecified),22%,32%[activator],-8%,-16,11%,1%,3
C=CCN(C(=O)c1csnn1)C(C(=O)NCc1ccc(F)cc1)c1ccccc1 (stereo unspecified),-8%,-20%,2%,-4,16%,-4%,7
O=C(NCCCN1CCOCC1)c1cccc(S(=O)(=O)N2CCc3ccccc3C2)c1,-8%,-24%,3%,-9,-15%,10%,0
N/C(=N\OC(=O)c1cnn(-c2ccccc2)c1C(F)(F)F)c1ccc(C(F)(F)F)cc1,-22%,27%,0%,19,46%[activator],5%,2
Cc1cc(C)n(CC(C)Nc2nc3nonc3nc2N2CCCCC2)n1 (stereo unspecified),-18%,1%,-3%,-12,-36%,-1%,9
COc1ccccc1N1CCN(C(=O)Nc2cccc(C)c2)CC1,-8%,4%,-2%,66,174%[activator],-2%,16
CCOc1cc(C(=O)OCC(=O)Nc2cc(C)on2)ccc1OCC(C)C,-17%,-6%,-16%,-6,26%,1%,4
CCCC(=O)C1=C(O)C(C(=O)OC)C(C)(C)CC1=Nc1ccccc1 (stereo unspecified),-22%,4.1µM*,-11%,-27,-4%,-8%,-5
COc1ccc(OC)c(CNc2nc3ccccc3n2CCN2CCCCC2)c1,11µM*,?,-5%,-7,nt,2%,-4
COc1cccc(C(=O)NCCS(=O)(=O)NCC2CCCO2)c1 (stereo unspecified),10%[8.37 µM],3%,2%,nt,-1%,nt,nt
CC(C)CNC(=O)c1ccc(NC(=O)c2ccccc2[N+](=O)[O-])cc1,-15%,-22%,1%,-6,2%,-6%,-4
FC(F)(F)c1cccc(N2CCN(c3nnnn3-c3ccccc3)CC2)c1,?,-4%,-2%,-3,-24%,-3%,-3
CCOC(=O)COc1cc(=O)n(CC)c2ccccc12,?,17%,3%,38,8.3µM*,-3%,-2
# (further entries)
SMILES,HCV inhibitor,Pf growth 48h,TbPYK inhibitor,Shiga toxin inh,Pf growth 96h,LmPK inhibitor,CHX counter
CNC(=S)N(Cc1ccc2c(c1)OCO2)C1CC(=O)N(c2ccccc2)C1=O (stereo unspecified),31%[activator],-11%,3%,12,-5%,1%,-4
CSc1ccccc1NC(=O)CN(C)C(=O)c1c(C)nn(Cc2ccccc2)c1C,1%,?,-5%,nt,?,nt,nt
C#CCOc1coc(COC(=O)c2ccccc2)cc1=O,16%,8%,-10%,23,-28%,0%,23*
O=C(NCCOC(=O)C1COc2ccccc2O1)c1cccnc1 (stereo unspecified),18%,61%[activator],-4%,-12,32%[activator],5%,-2
Cc1cc(C(=O)OCC(=O)Nc2nc(-c3ccccc3)cs2)c(C)o1,?,nt,-7%,-13,9%,7%,-1
O=C1CC(=O)Nc2cc(S(=O)(=O)N3CCOc4ccccc43)ccc2N1,6%,1%,1%,-4,?,0%,-1
COc1ccc(N2CCN(CC(O)COc3ccc([N+](=O)[O-])cc3)CC2)cc1 (stereo unspecified),8%,-8%,3%,-7,-87%,-4%,-2
O=C(CNC1C(=O)Nc2ccccc21)Sc1ccccc1 (stereo unspecified),9%,13%,2%,-2,nt,-3%,13

# Reformatted with two lines to a compound: part of the list above
# The line under a structure holds: HCV inhibitor	Pf growth 48h	TbPYK inhibitor	Shiga toxin inh	Pf growth 96h	LmPK inhibitor	CHX counter
O=C(CNC1C(=O)Nc2ccccc21)Sc1ccccc1 (stereo unspecified)
→ 9%	13%	2%	-2	nt	-3%	13
CNC(=S)N(Cc1ccc2c(c1)OCO2)C1CC(=O)N(c2ccccc2)C1=O (stereo unspecified)
→ 31%[activator]	-11%	3%	12	-5%	1%	-4
Cc1cc(C(=O)OCC(=O)Nc2nc(-c3ccccc3)cs2)c(C)o1
→ ?	nt	-7%	-13	9%	7%	-1
O=C(NCCOC(=O)C1COc2ccccc2O1)c1cccnc1 (stereo unspecified)
→ 18%	61%[activator]	-4%	-12	32%[activator]	5%	-2
C#CCOc1coc(COC(=O)c2ccccc2)cc1=O
→ 16%	8%	-10%	23	-28%	0%	23*
O=C1CC(=O)Nc2cc(S(=O)(=O)N3CCOc4ccccc43)ccc2N1
→ 6%	1%	1%	-4	?	0%	-1
CSc1ccccc1NC(=O)CN(C)C(=O)c1c(C)nn(Cc2ccccc2)c1C
→ 1%	?	-5%	nt	?	nt	nt

# Single records (already shown). Screens in order: HCV inhibitor	Pf growth 48h	TbPYK inhibitor	Shiga toxin inh	Pf growth 96h	LmPK inhibitor	CHX counter
# `O=C(CNC1C(=O)Nc2ccccc21)Sc1ccccc1` (stereo unspecified) across the screens: 9%	13%	2%	-2	nt	-3%	13
# `CSc1ccccc1NC(=O)CN(C)C(=O)c1c(C)nn(Cc2ccccc2)c1C` across the screens: 1%	?	-5%	nt	?	nt	nt
# `Cc1cc(C(=O)OCC(=O)Nc2nc(-c3ccccc3)cs2)c(C)o1` across the screens: ?	nt	-7%	-13	9%	7%	-1
